Assay outcomes from PubChem.
Ecoli WT growth: blocks growth of wild type E. coli BW25113; inhibition, % at 10 µM; actives 0.05% (n = 20,000); E. coli BW25113 growth inhibition, OD600; in the data active means inhibition above about 40%;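 further: bacteria exposed to compound for 20 hours at 37 °C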
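assay system = bacterial strain in a whole-cell growth screen | quantity = inoculum from a 1:1000 dilution of a 1.5 h subculture | buffer or medium = LB broth with 50 µg/mL kanamycin | compound dosing = one dose, 10 µM final | schedule = compound exposure of 20 h at 37 °C | technique = absorbance at 615 nm as a measure of bacterial growth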
* marks the source's active call; other numbers are inactive results.

1) Cc1cc(C)n2nc(C(=O)NCc3ccco3)nc2n1
  Ecoli WT growth = -1.7
2) CC(=O)c1cnc2nc(C(F)(F)F)nn2c1C
  Ecoli WT growth = -20.7
3) COCCNC(=O)CN1C(=O)CSc2ncccc21
  Ecoli WT growth = -2.3
4) Cc1onc(-c2ccccc2)c1C(=O)Oc1cccnc1
  Ecoli WT growth = -4.0
5) O=C1Nc2ccccc2OC1CC(=O)N1CCCC1 (stereo unspecified)
  Ecoli WT growth = 0.8
6) COc1cc(NS(=O)(=O)c2cccc3nsnc23)c(C(=O)O)cc1OC
  Ecoli WT growth = -2.5
7) CN1CCN(c2ccccc2NC(=O)c2ccc(-c3ccccc3)cc2)CC1
  Ecoli WT growth = -15.9
8) FC(F)(F)c1cc(-c2ccco2)nc(-n2nnc3ccccc32)n1
  Ecoli WT growth = 5.9
9) Cc1noc(C)c1C(=O)N1CCN(Cc2ccc3c(c2)OCO3)CC1
  Ecoli WT growth = -19.0
10) NC(=O)C1(N2CCCCC2)CCN(CC(=O)Nc2ccc(Oc3ccccc3)cc2)CC1
  Ecoli WT growth = -9.0
11) Cc1ccc(Nc2cc(C)nc3nnnn23)cc1
  Ecoli WT growth = 8.2
12) c1ccc2c(c1)nc(NCCN1CCOCC1)c1nncn12
  Ecoli WT growth = -5.1
13) CCOCC(=O)N1CCN(c2ccc(F)cc2)CC1
  Ecoli WT growth = -15.8
14) CCN1CCc2c(sc(N)c2C#N)C1
  Ecoli WT growth = -24.5
15) O=C(CCCNS(=O)(=O)c1ccccc1)NCc1ccco1
  Ecoli WT growth = 0.3
16) COc1ccccc1N1CCN(C(=O)C2CCCO2)CC1 (stereo unspecified)
  Ecoli WT growth = 1.4
17) CC(Oc1cccc(Cl)c1)C(=O)Nc1cc(=O)n(C)c(=O)n1C (stereo unspecified)
  Ecoli WT growth = 1.0
18) Cc1cc(C(=O)Nc2sc3c(c2C#N)CCC(C)C3)no1 (stereo unspecified)
  Ecoli WT growth = -20.4
19) Nc1ccn(-c2ccc(Cl)cc2)c(=O)c1
  Ecoli WT growth = -9.6
20) CCCn1nnc(NC(=O)c2ccc(Br)cc2)n1
  Ecoli WT growth = -4.0
21) CC(=O)N1CCN(c2ccccc2NC(=O)COc2cc(C)ccc2C(C)C)CC1
  Ecoli WT growth = -9.2
22) Cc1ccc(NC(=O)C2CCCNC2=O)nc1 (stereo unspecified)
  Ecoli WT growth = -2.5
23) O=C(COc1ccccc1Cl)NCc1ccco1
  Ecoli WT growth = 2.1
24) CCOC(=O)c1cc2sccc2n1CC(=O)Nc1ccc(OC)cc1OC
  Ecoli WT growth = -0.9
25) N#Cc1c(N)oc(-c2cccs2)c1-c1cccs1
  Ecoli WT growth = -0.7

Reformatted: entries from further up.
entry	Compound	Ecoli WT growth
5	O=C1Nc2ccccc2OC1CC(=O)N1CCCC1 (stereo unspecified)	0.8
6	COc1cc(NS(=O)(=O)c2cccc3nsnc23)c(C(=O)O)cc1OC	-2.5

Copied from the list.
Result of c1ccc2c(c1)nc(NCCN1CCOCC1)c1nncn12 under Ecoli WT growth: -5.1
Result of COc1ccccc1N1CCN(C(=O)C2CCCO2)CC1 (stereo unspecified) under Ecoli WT growth: 1.4
Result of CC(=O)c1cnc2nc(C(F)(F)F)nn2c1C under Ecoli WT growth: -20.7

Grouped by structure, the compounds so far with an aryl methoxy group.
6) COc1cc(NS(=O)(=O)c2cccc3nsnc23)c(C(=O)O)cc1OC
  Ecoli WT growth = -2.5
16) COc1ccccc1N1CCN(C(=O)C2CCCO2)CC1 (stereo unspecified)
  Ecoli WT growth = 1.4
24) CCOC(=O)c1cc2sccc2n1CC(=O)Nc1ccc(OC)cc1OC
  Ecoli WT growth = -0.9

The list is partial; rates above refer to the full screens.
